MrgX1 antag = antagonists of human MrgX1 receptor | Q96LB2 | MRGX1-HEK293 calcium flux, Fluo-4, BAM8-22 antagonism; hits give low values | B-score at 10 µM | actives 1.3% (n = 310,000) | AID 588676;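 active means calcium-response B-score plate-corrected more than 3 library SD below zero, starting fluorescence within 5 deviations, no agonist response on first addition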;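 further: peak minus trough fluorescence over baseline after final BAM8-22 challenge near maximal dose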
TRPC4 PAM = allosterically enhances the mouse TRPC4 cation channel | Q9QUQ5 | HEK293 TRPC4beta/mu-opioid, DAMGO EC20, Fluo-4 Ca2+ flux; hits give high values | B-score at 10 µM | actives 0.42% (n = 310,000) | AID 2227;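 active means B-score of calcium response area above 5 SD of library B-scores, with initial fluorescence ratio within 5 SD of library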;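 further: B-score of integrated fluorescence ratio over time as area under calcium response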
ANO1 activ = mouse TMEM16A channel activation, primary screen. Q8BHY3. HEK293 TMEM16A/YFP-H148Q/I152L, iodide quench fluorescence; hits give low values. B-score at 10 µM. actives 0.3% (n = 340,000);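 active means fluorescence-ratio B-score plate-corrected deviation score at least 3 library SD below zero, with starting fluorescence score within 5 deviations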;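 further: channel opened by trigger with iodide after compound preincubation; score built on the fluorescence ratio of max minus min over baseline; more negative score means more quench and so TMEM16A activation or potentiation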
Target sequence (Q8BHY3 whole entry, looked up): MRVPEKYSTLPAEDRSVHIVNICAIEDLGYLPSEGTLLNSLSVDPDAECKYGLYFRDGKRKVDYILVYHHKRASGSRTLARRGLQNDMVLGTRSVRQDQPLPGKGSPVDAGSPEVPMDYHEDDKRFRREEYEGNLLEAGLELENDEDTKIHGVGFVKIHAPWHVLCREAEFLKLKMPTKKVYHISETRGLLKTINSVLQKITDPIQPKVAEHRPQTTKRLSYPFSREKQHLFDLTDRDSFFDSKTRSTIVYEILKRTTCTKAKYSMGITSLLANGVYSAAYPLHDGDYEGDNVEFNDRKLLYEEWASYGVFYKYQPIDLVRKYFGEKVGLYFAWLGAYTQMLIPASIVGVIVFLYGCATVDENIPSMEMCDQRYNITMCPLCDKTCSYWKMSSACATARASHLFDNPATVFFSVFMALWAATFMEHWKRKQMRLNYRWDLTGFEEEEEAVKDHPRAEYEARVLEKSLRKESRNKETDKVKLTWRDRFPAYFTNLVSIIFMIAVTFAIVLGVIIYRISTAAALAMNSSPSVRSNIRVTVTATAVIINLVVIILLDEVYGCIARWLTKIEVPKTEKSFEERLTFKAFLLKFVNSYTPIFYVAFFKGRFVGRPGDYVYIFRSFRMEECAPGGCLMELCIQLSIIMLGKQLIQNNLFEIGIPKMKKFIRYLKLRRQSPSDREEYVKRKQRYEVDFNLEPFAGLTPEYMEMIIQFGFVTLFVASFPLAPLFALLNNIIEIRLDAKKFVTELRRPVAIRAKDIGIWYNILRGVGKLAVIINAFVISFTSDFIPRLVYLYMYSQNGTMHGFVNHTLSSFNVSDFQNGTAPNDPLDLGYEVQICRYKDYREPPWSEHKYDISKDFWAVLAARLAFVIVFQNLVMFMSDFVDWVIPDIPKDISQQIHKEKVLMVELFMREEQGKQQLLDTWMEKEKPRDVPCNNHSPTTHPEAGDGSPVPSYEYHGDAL
MrgX1 PAM = allosterically activates human MrgX1 receptor signaling; Q96LB2; MrgX1-HEK293, Fluo-4 calcium flux, FDSS; hits give high values; B-score at 10 µM; actives 0.63% (n = 310,000); AID 588675;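 active means plate-corrected calcium response at least 3 library SD above typical, normal starting fluorescence, not activating the receptor alone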;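 further: compound read alongside a low EC10 to EC30 dose of BAM8-22 agonist; peak minus trough fluorescence over baseline measured at the second addition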
MrgX1 ag = human MrgX1 receptor agonism, primary screen; Q96LB2; MrgX1-HEK293 cells, Fluo-4 calcium fluorescence, agonist mode; hits give high values; B-score at 10 µM; actives 0.44% (n = 310,000); AID 588627;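 active means calcium response B-score plate-corrected fluorescence ratio at least 3 library SD, with starting fluorescence B-score inside 5 SD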
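Material – MrgX1-expressing HEK293 cells · Input – 15,000 cells seeded per well · Dosing – compound as first of three additions · Times – overnight seeding, then 1 h dark dye loading · Measured by – kinetic Fluo-4 NW fluorescence of intracellular calcium · Read-out – B-scored fluorescence response ratio · Benchmarks – positive and negative control wells on each plate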
TRPC4 agonist = TRPC4 (mouse) channel activation | Q9QUQ5 | HEK293 TRPC4beta/mu-opioid, Fluo4 calcium fluorescence; hits give high values | B-score at 10 µM | actives 0.49% (n = 310,000) | AID 2237;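 active means B-score above 5 SD of library B-scores, and initial fluorescence ratio not above library mean plus 5 SD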;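 further: positive B-score marks a calcium rise read as TRPC4 activation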
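Technique: kinetic Fluo4 calcium fluorescence; Test system: TRPC4beta and mu-opioid receptor HEK293 stable cells; Measure: B-scored integrated calcium fluorescence ratio; Benchmarks: low control buffer alone, high control maximal DAMGO; Schedule: 45 min room-temperature Fluo4 loading, 110 s read.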
RGS4 inh = inhibitors of human RGS4 | AID 463165 | P49798 | actives 0.45% (n = 310,000) | B-score at 10 µM | HEK293 M3R/RGS4 inducible, Fluo-4 calcium flux; hits give high values; triggered by carbachol at its EC20;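 active means B-score, a plate-corrected calcium signal, over three deviations above library mean, with baseline fluorescence within five deviations of library mean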;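 further: RGS4 expression induced by doxycycline in cells with stable M3 receptor; B-score is computed from the integrated fluorescence ratio over baseline after carbachol; higher B-score means a larger calcium signal and so more RGS4 inhibition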
TMEM16A inh = mouse TMEM16A channel inhibition, primary screen. actives 1.2% (n = 310,000). AID 588511. normalized B-score (activity score, 25-100; higher = stronger inhibition) at 10 µM. HEK293 TMEM16A/YFP iodide influx fluorescence, ionomycin;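 active means ratio plate-corrected score three or more library SD toward inhibition, starting fluorescence score within five deviations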;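 further: score derived from kinetic fluorescence span divided by baseline fluorescence per well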
TRPC6 act = activators of mouse TRPC6 channel; Q61143; AID 2550; B-score at 10 µM; actives 0.13% (n = 310,000); HEK293-TRPC6 membrane potential dye fluorescence; hits give high values;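 active means B-score of the integrated fluorescence ratio above library mean plus 3 SD, and starting fluorescence ratio within library mean plus 5 SD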;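 further: higher score means more depolarization so channel activation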
TRPC6 inh = blocks the mouse TRPC6 cation channel. Q61143. AID 2553. HEK293-TRPC6, membrane potential dye, ACh-evoked depolarization; hits give low values. actives 1.1% (n = 310,000). B-score at 10 µM;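 active means B-score under library mean minus 3 SD, initial fluorescence not abnormally high, positive integrated signal ratio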;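 further: B-score derived from integrated fluorescence ratio over the kinetic read; more negative B-score means stronger inhibition of depolarization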
TRPC4 block = blocks the mouse TRPC4 cation channel. HEK293 TRPC4beta/mu-opioid, DAMGO-evoked Fluo4 calcium flux; hits give low values. B-score at 10 µM. actives 0.39% (n = 300,000). AID 2247;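 active means B-score over 3 SD under the library average, no early fluorescence shift, positive overall ratio signal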
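material = TRPC4beta/mu-opioid receptor HEK293 cell line | probe or stimulus = sequential submaximal and maximal DAMGO stimulation | compound dosing = one concentration per compound | measured by = Fluo4 Ca2+ flux fluorescence | evaluation = integrated fluorescence ratio relative to baseline, converted to per-well B score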
Numbers without * were called inactive; i = inactive; . = not tested or not shown. An unsorted share of the library, and some 5.8% of all compounds hit somewhere here.

SMILES	MrgX1 antag	TRPC4 PAM	ANO1 activ	MrgX1 PAM	MrgX1 ag	TRPC4 agonist	RGS4 inh	TMEM16A inh	TRPC6 act	TRPC6 inh	TRPC4 block
CCOC(=O)c1[nH]c(C)c(/C(O)=C2\C(=O)C(=O)N(CCCN(CC)CC)C2c2cccnc2)c1C (configuration not stated)	i	i	i	i	i	i	i	i	i	i	i
C=C1CC2C(=O)N(Cc3cc(OC)ccc3OC)C(C(=O)OCC)(C(=O)OCC)C1N2C(=O)OC(C)(C)C (configuration not stated)	i	i	i	i	i	i	i	i	i	i	i
N#C/C(=C\c1c(N2CCN(Cc3ccccc3)CC2)nc2ccccn2c1=O)S(=O)(=O)c1ccccc1	i	i	i	i	i	i	i	i	i	i	i
Cc1ccc(NC(NC(=O)c2cccnc2)C(Cl)(Cl)Cl)cc1 (configuration not stated)	i	i	i	i	i	i	i	i	i	i	i
COc1ccc(N2CCN(CCCNC(=O)C3(S(=O)(=O)c4ccc(Cl)cc4)CC3)CC2)cc1	i	i	i	i	i	i	i	i	i	i	i
COC(=O)C1=C(C)N(Cc2ccccc2)C(=S)N[C@H]1c1cccc(F)c1	i	i	i	i	i	i	i	i	i	i	-5*
CC(C)(C)c1cc(C(F)(F)F)n2ncc(-c3ccccc3)c2n1	i	i	i	i	i	i	i	i	i	i	i
COc1ccc(NC(=O)C(CC(C)C)NC(=O)C2CCC(C)CC2)c(OC)c1 (configuration not stated)	i	i	i	i	i	i	i	i	i	i	i
Cc1cc2oc(=O)cc(CN3CCN(S(=O)(=O)c4ccc5c(c4)OCCO5)CC3)c2cc1C	-8.6*	i	i	i	i	i	i	i	i	i	i
O=C(CC1NC(=O)NC1=O)Nc1ccc(Cl)cc1 (configuration not stated)	i	i	i	i	i	i	i	i	i	i	i
Cc1c(OCC(=O)N2C[C@H]3C[C@@H](C2)c2cccc(=O)n2C3)ccc2c3c(c(=O)oc12)CCCC3	i	i	i	i	i	i	i	i	i	-7*	i
COc1ccc(C(=O)Nc2ccnn2C2CCN(Cc3ccn[nH]3)CC2)cc1	i	i	i	i	i	i	i	i	i	i	i
CCC[C@@H](CNC)NC[C@H](Cc1ccccc1)NCCCCc1ccccc1	i	i	i	i	i	i	i	i	i	i	i
CCOC(=O)C1=C(C)OC(N)=C(C#N)C1c1ccc(C)o1 (configuration not stated)	i	i	i	i	i	i	i	i	i	i	i
COc1ccccc1CC(=O)N1CCOCC1	i	i	i	i	i	i	i	i	i	i	i
Cc1cc(C)cc(NS(=O)(=O)c2coc(C(N)=O)c2)c1	i	i	i	i	i	i	i	i	i	i	i
CCOC(=O)C1CCN(S(=O)(=O)Cc2ccccc2)C1=O (configuration not stated)	i	i	i	i	i	i	i	i	i	i	i
CC(C)Sc1cc(Cl)nc(NC(=O)Nc2ccccc2)n1	i	i	.	i	i	i	i	i	i	i	i
CC(=O)NNC1=Nc2ccccc2N(C)C(C)C1 (configuration not stated)	i	i	i	i	i	i	i	i	i	i	i
NC(=S)N/N=C/c1ccc(/C=N/NC(N)=S)cc1	i	i	i	i	i	i	i	i	i	i	i
Cc1ccc(OCC(O)CNC2CCCC2)c(C)c1 (configuration not stated)	i	i	i	i	i	i	i	i	i	i	i
CCn1c(SC/C=C/c2ccccc2)nnc1-c1cnccn1	i	i	i	i	i	i	i	i	i	i	i
N/C(=N\S(=O)(=O)c1cc(C(F)(F)F)cc(C(F)(F)F)c1)c1ccncc1	i	i	i	i	i	i	i	i	i	i	i
Cc1scc(C(=O)Nn2cnnc2)c1-c1ccccc1	i	i	i	i	i	i	i	i	i	i	i
Cc1nc(C)c(N)c(=O)[nH]1	i	i	i	i	i	i	i	i	i	i	i
Brc1cccc(CSc2nnc(-c3ccncc3)o2)c1	i	i	i	i	i	i	i	i	i	i	i
C/C(CC(=O)NC1CCCC1)=N\NC(=O)Cc1csc(N)n1	i	i	i	i	i	i	i	i	i	i	i
Cc1ccccc1S(=O)(=O)Nc1nc2ccccc2nc1N1CCc2ccccc2C1	i	i	i	i	i	i	i	i	i	i	i
Cc1cc(C)n(CCNC(=O)CCc2nnc(CCc3ccccc3)o2)n1	i	i	i	i	i	i	i	i	i	i	i
COc1cccc(-c2nnc(NC(=O)CCS(=O)(=O)c3ccc(C)cc3)o2)c1	i	i	i	i	i	i	i	i	i	i	i
CCCCCCCCCCS(=O)(=O)N/N=C/c1ccc(O)cc1	i	i	i	i	i	i	i	i	i	i	i
COCCN(CCOC)Cc1c(O)ccc2c1O/C(=C\c1ccco1)C2=O	i	i	i	i	i	i	i	i	i	i	i
O=C(COc1ccc2ccccc2c1)N1CCCC1	i	i	i	i	i	i	i	i	i	i	i
Cc1ccc2[nH]c3c(c2c1)CN(C(=O)CN(C)CC1OCCO1)CC3	i	i	i	i	i	i	i	i	i	i	i
Cc1ccc(-c2nnn(CC(=O)N3CCCCC3)n2)c(-n2cnnn2)c1	i	i	i	i	i	i	i	i	i	i	i
O=C(CNC(=S)N(Cc1ccccc1Cl)C1CCCC1)NCCN1CCOCC1	i	i	i	i	i	i	i	i	i	i	i
Cc1cc(C=C2C(=O)CCCC2=O)c(C)n1-c1ccccc1	i	i	i	i	i	i	i	i	i	i	i
CC1=CCP(=O)(c2ccccc2)C1 (configuration not stated)	i	i	i	i	i	i	i	i	i	i	i
COc1ccc(CNC(NC(=O)c2ccccc2)(C(F)(F)F)C(F)(F)F)cc1	i	i	i	i	i	i	i	i	i	i	i
Cc1ccc([N+](=O)[O-])cc1NC(=S)NC(=O)c1cccs1	i	i	i	i	i	i	i	i	i	i	i
CC(C)(C)c1nn(-c2ccccc2)c2[nH]c(=O)c(CNCc3ccc4c(c3)OCO4)cc12	i	i	i	i	i	i	i	i	i	i	i
O=C(COC(=O)c1cccc(C(F)(F)F)c1)NCc1ccccc1	i	i	i	i	i	i	i	i	i	i	i
CCOC(=O)N1CCN(C(=S)NC(=O)c2ccc(F)cc2)CC1	i	i	.	i	i	i	i	i	i	i	i
COc1ccccc1NC(=O)C(C)OC(=O)c1ccc(-n2cnnn2)cc1 (configuration not stated)	i	i	i	i	i	i	i	i	i	i	i
COc1ccccc1C(=O)NC(=Nc1nc2ccccc2o1)NC(=O)c1ccccc1OC	i	i	i	i	i	i	i	i	i	i	i
Cc1ccc(-n2ncc3c2CC(C)(C)CC3NC(=O)c2c(C)noc2C)cc1 (configuration not stated)	i	i	i	i	i	i	i	i	i	i	i
Cc1cc(C(=O)Nc2cccc(NC(=O)c3ccco3)c2)ccc1[N+](=O)[O-]	i	i	i	i	i	i	i	i	i	i	i
Nc1ccccc1Nc1cccc(C(F)(F)F)c1	i	i	i	i	i	i	i	i	i	i	i
CSc1ccc(C(c2c(C(=O)O)[nH]c3ccccc23)c2c(C(=O)O)[nH]c3ccccc23)cc1	i	i	i	i	i	i	i	i	i	i	i
COCCNC(=O)Cn1nc(-c2ccc(Cl)cc2)c2ccccc2c1=O	i	i	i	i	i	i	i	i	i	i	i
Further structures follow.
SMILES	MrgX1 antag	TRPC4 PAM	ANO1 activ	MrgX1 PAM	MrgX1 ag	TRPC4 agonist	RGS4 inh	TMEM16A inh	TRPC6 act	TRPC6 inh	TRPC4 block
COC(=O)c1ccc(S(=O)(=O)NCc2ccccc2)n1C	i	i	i	i	i	i	i	i	i	i	i
c1csc(CNc2ncnc3sccc23)c1	i	i	i	i	i	i	i	i	i	i	i
S=C(c1cn(CCOc2ccccc2)c2ccccc12)N1CCCC1	i	i	i	i	i	i	i	i	i	i	i
Cc1cc(C)n(C(C)CC(=O)Nc2ccc3c(c2)OCCO3)n1 (configuration not stated)	i	i	i	i	i	i	i	i	i	i	i
COc1cccc(-c2c(C(=O)N/N=C/c3sccc3C)nnn2-c2nonc2N)c1	i	i	i	i	i	i	i	i	i	i	i
C=CCC(C#Cc1ccccc1)N(C)C (configuration not stated)	i	i	i	i	i	i	i	i	i	i	i
CCOC(=O)c1ccc2c(c1)nc(SCC(=O)N1CCOCC1)n2CC	i	i	i	i	i	i	i	i	i	i	i
CCOc1cc(C(=O)N/N=C/c2ccoc2)cc(OCC)c1OCC	i	i	i	i	i	i	i	i	i	i	i
O=C(Nc1ccc(F)cc1)C1CCN(C(=O)c2ccc([N+](=O)[O-])cc2)CC1	i	i	i	i	i	i	i	i	i	i	i
CCOC(=O)N1CCN(S(=O)(=O)CCNC(=O)c2ccc(F)cc2)CC1	i	i	i	i	i	i	i	i	i	i	i
COc1ccc(CNC(=O)Cn2nc(C)c3c(C)n(-c4ccc(C)cc4)nc3c2=O)cc1OC	i	i	i	i	i	i	i	i	i	i	i
COc1ccc(C)cc1NC(=O)CSc1nnc(-c2ccco2)n1N	i	i	i	i	i	i	i	i	i	i	i
CC(=O)Oc1ccc(C(=O)Nc2ccc(C3(C#N)CCCC3)cc2)cc1	i	i	i	i	i	i	i	i	i	i	i
COCCN(C(=O)CSc1nc2ccccc2c(=O)n1CC(C)C)c1c(N)n(Cc2ccccc2)c(=O)[nH]c1=O	i	i	i	i	i	i	i	i	i	i	i
Cc1cc(C(F)F)n2nc(C(=O)Nc3cccc(C(F)(F)F)c3)nc2n1	i	i	i	i	i	i	i	i	i	i	i
Cc1ccc(NC(=O)CCc2nnc(SCC(=O)Nc3ccccc3C)n2C)cc1Cl	i	i	i	i	i	i	i	i	i	i	i
CN(C)S(=O)(=O)c1ccc(NC(=S)NC(=O)c2cccs2)cc1	i	i	i	i	i	i	i	i	i	i	i
CSc1nn(CCc2ccncc2)c(=S)s1	i	i	i	i	i	i	i	i	i	i	i
O=C(/C=C/c1ccccc1Cl)Nc1ccc(Cl)cn1	i	i	i	i	i	i	i	i	i	i	i

Compound activity: PubChem BioAssay, Johns Hopkins Ion Channel Center
